Screens as filed in PubChem BioAssay.
MBNL1 CUG block: blocks human MBNL1 binding to CUG repeat RNA. 280,000 tested, 0.036% active. Potency, µM (series often up to 57.5 µM), without a hit: top-dose activity change, negative = inhibition, actives largely listed as inhibitors. Q9NR56. TR-FRET MBNL1-His/biotin-(CUG)12 binding, 665/545 ratio; active = well fitted inhibition curve with a large enough effect in the signal ratio, with a control signal flat, not every such curve was filed as active; inconclusive = small, poorly fitted or top-dose-only effect, or effect the other way, or a change in a side signal; inactive = no such curve, though single readings can be large or run the other way; the % refers to the signal ratio; note: potency is the fitted concentration of half-maximal effect; % is set by controls: 0 for no effect and ±100 for the full control effect
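TR-FRET between His-tagged MBNL1 and biotin-(CUG)12 RNA, detected with Tb anti-His antibody (0.055 ng/ul) and streptavidin-XL665 (5 nM), 60 min at room temperature. Compounds titrated 92 nM to 58 uM; 665/545 nm ratio normalized to buffer and complex controls.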
GALK inh: galactokinase (human) inhibition | P51570 | Purified GALK, Kinase-Glo residual ATP luminescence | Potency, µM (doses to about 57.5 µM), for inactives: at the highest dose activity change, negative = inhibition, hits mostly inhibitors | 270,000 tested, 0.007% active | AID 1868; note: potency is the fitted concentration of half-maximal effect; % is set by controls: 0 for no effect and ±100 for the full control effect
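5 nM enzyme, 35 uM ATP, 100 uM galactose, 20 mM HEPES pH8.0, 5 mM MgCl2; 1 h RT; residual ATP by Kinase-Glo Plus luminescence, qHTS format.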
MLL CXXC-DNA inh: MLL CXXC-DNA interaction inhibition | MLL-CXXC / FITC-HOXA9 DNA fluorescence polarization | Potency, µM (doses to about 115 µM), inactives show top-dose activity change, negative = inhibition, usual class: inhibitors | Q03164 | 290,000 tested, 0.037% active; active = well fitted inhibition curve with a large enough effect in the polarisation, with a control signal flat, not every such curve was filed as active; inconclusive = small, poorly fitted or top-dose-only effect, or effect the other way, or a change in a side signal; inactive = no such curve, though single readings can be large or run the other way; the % refers to the polarisation; note: potency is the fitted concentration of half-maximal effect
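Fluorescence polarization: 7 uM MLL-CXXC (stock) preincubated 5 min with compounds, then 50 nM fluorescein-HOX-A9 DNA (stock) added; 30 min ambient. Buffer 50 mM Tris-HCl pH 7.5, 50 mM NaCl, 1 mM DTT, 0.05% BSA.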
S-ASM inh: human S-ASM enzyme inhibition; P17405; placental ASM, HMU-PC fluorogenic substrate, 60 min; Potency, µM (doses to about 57.5 µM), for inactives: top-dose activity change, negative = inhibition, usual class: inhibitors; 340,000 tested, 0.006% active; note: potency is the fitted concentration of half-maximal effect
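Fluorescence read-out (Ex 386 nm, Em 447 nm) after stopping the reaction at pH 10. Enzyme: ASM from human placenta; substrate HMU-PC0, 9 uM final; 60 min, 37 °C. Compound preincubation 10 min, ambient temperature.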
TRPV1 ag: human TRPV1 agonism; TRPV1-expressing cells, Fluo-8 calcium influx, agonist mode; activation, % at 8.33 µM; 320,000 tested, 0.19% active; AID 540275; in the data active = activation above about 80%; inconclusive = between about 30% and that limit; note: 0% is about no effect
Target sequence (Q8NER1 whole entry, looked up): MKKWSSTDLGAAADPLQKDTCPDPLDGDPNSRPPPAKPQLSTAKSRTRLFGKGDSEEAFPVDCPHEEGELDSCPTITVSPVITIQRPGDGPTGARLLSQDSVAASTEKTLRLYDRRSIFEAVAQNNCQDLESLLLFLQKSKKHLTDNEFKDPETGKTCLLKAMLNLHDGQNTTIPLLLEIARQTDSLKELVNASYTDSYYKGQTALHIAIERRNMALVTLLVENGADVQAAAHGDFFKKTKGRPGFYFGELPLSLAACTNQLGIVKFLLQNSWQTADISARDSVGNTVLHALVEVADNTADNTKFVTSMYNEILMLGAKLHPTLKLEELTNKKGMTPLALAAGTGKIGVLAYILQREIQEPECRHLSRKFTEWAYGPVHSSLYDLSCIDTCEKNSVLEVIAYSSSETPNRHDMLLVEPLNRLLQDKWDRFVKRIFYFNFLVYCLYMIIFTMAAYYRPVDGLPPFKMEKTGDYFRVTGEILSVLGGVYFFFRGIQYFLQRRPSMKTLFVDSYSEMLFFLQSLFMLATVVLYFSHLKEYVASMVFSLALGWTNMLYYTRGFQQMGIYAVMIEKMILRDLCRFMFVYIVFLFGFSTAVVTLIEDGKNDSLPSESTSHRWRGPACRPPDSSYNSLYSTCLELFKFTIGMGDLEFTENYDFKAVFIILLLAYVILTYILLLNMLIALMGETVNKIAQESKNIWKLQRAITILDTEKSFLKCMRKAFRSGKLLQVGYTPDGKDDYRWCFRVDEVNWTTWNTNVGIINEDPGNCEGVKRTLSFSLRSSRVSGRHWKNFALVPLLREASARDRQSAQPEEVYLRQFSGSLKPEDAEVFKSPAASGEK
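Cells expressing TRPV1 were dye-loaded with Fluo-8 and read kinetically: 10 s baseline, 3 min after compound (agonist portion), then 2 min after EC20 capsaicin (allosteric enhancer portion). Calcium-bound dye fluorescence at 480/520 nm.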
FBPA coupling cs: counter-screen for Giardia aldolase inhibitors: coupling enzyme system | AID 2472 | 290,000 tested, 0.67% active | activity change, negative = inhibition, % at 58.2 µM, hits read low | coupling enzyme system counterscreen, AmpLite Red fluorescence; in the data active = activity change below about -30%; note: % is set by controls: 0 for no effect and ±100 for the full control effect
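Compounds tested against the coupling enzymes alone at 57.5 uM final; readout was AmpLite Red fluorescence (525/598 nm) after 20 min at RT.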
Integrin act MD: integrin-mediated muscular dystrophy alleviation activation; 350,000 tested, 0.064% active; Potency, µM (series often up to 38.3 µM), for inactives: at the highest dose activation, usual class: activators; alpha7betagal myoblasts, beta-gal FDG fluorescence, 48 h;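 note: potency is the fitted concentration of half-maximal effect; 100% = response of the positive control SU9516; nearly all actives have a fitted effect of over 60% in size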
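alpha7betagal+/- myoblasts (passage 13, 250/well) treated 48 h at 37C with compounds at 1:260 dilution of DMSO stock. Lysed, then beta-galactosidase activity read as FDG fluorescence (ex 480/em 540) after 30 min, with pre-read for autofluorescence.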
KCNH2 3.1 inh: blocks the human KCNH2 3.1 channel isoform. U2OS KCNH2 3.1, thallium flux FluxOr; stronger effect = lower value. activity change, % (tested at about 1.8 µM). 340,000 tested, 0.95% active. AID 720553;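 active = maximum activity change below -70%; inconclusive = maximum activity change from -70% to -50%; inactive = maximum activity change above -50%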;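 note: thallium influx rate constant from kinetic fluorescence after stimulation buffer; % is set by controls: 0 for no effect and ±100 for the full control effect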
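Kinetic fluorescence (2 min after stimulation buffer) measures Tl+ influx through KCNH2 3.1 expressed by viral transduction in U2OS cells; the rate constant is normalized against DMSO controls serving as positive and negative references.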
A-T KAP1 phos: potential ataxia-telangiectasia treatment | […] A-T fibroblasts, KAP-1 phosphorylation AlphaLISA; neocarzinostatin DNA damage 30 min before lysis | Potency, µM (doses to about 57.5 µM), inactives show top-dose activation, usual class: activators | 320,000 tested, 0.19% active; note: potency is the fitted concentration of half-maximal effect; % of control where 0% means no effect; nearly all actives have a fitted effect of over 45% in size
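ATM-like activity read as KAP-1 phosphorylation via AlphaLISA donor/acceptor antibody pairs after lysis and 6 hr at 25C. Cells were ATM-null patient fibroblasts ([…], hTERT), dosed 60 min, then exposed to the DSB inducer NCS for 30 min.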
hERG WT inh: KCNH2 (human, wildtype) channel inhibition; Q12809; U2OS, BacMam KCNH2, thallium flux FluxOr; stronger effect = lower value; activity change, % at 1.84 µM; 340,000 tested, 0.37% active;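 active = maximum activity change below -70%; inconclusive = maximum activity change between -70% and -50%; inactive = maximum activity change above -50%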; note: % is set by controls: 0 for no effect and ±100 for the full control effect
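U2OS cells were transduced with wild-type KCNH2 virus (2.03 x 10^8 / mL) for 4 h at room temperature, then cultured overnight at 37 C. Thallium flux was read with FluxOr dye. Rate constants were normalized to DMSO controls.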
* marks the source's active call; other numbers are inactive results; ? = inconclusive; · = no result given; [ ] = dose if it differs, or a comment. Unless noted, calls come from the whole dose curve; as a rule, active = well fitted curve in the direction sought with a large enough effect; inconclusive = small, poorly fitted or top-dose-only effect, or another doubt; inactive = no such curve, though single readings can be large; an effect the other way counts as inactive or inconclusive.

SMILES	MBNL1 CUG block	GALK inh	MLL CXXC-DNA inh	S-ASM inh	TRPV1 ag	FBPA coupling cs	Integrin act MD	KCNH2 3.1 inh	A-T KAP1 phos	hERG WT inh
CCOc1ccc(S(=O)(=O)N2CCN(C(=O)c3ccc(C)c(S(=O)(=O)N4CCOCC4)c3)CC2)cc1	·	·	·	1%	·	·	-35%	-5	-5%	13
CCCc1[nH]nc2c1C(c1ccncc1)C(C#N)=C(N)O2 (stereo not drawn)	?	-3%	0%	2%	-5	-11	-26%	1	3%	8
O=C(CCNS(=O)(=O)c1cccs1)N1CCN(c2cccc(Cl)c2)CC1	-3%	5%	1%	-4%	3	3	-20%	-6	2%	11
COCCNC(=O)c1c(NC(=O)c2nc(SC)ncc2Cl)sc2c1CCCC2	?	0%	13%	-5%	5	0	-3%	-2	-2%	-3
CC(=O)Oc1ccc(C(=O)OCC(=O)c2c(N)n(C)c(=O)n(C)c2=O)cc1OC(C)=O	-4%	-2%	-11%	2%	-2	5	-1%	19	0%	-8
COc1ccc(C(=O)C2CCCN(Cc3cn[nH]c3-c3ccccc3)C2)cc1OC (stereo not drawn)	0%	3%	-20%	3%	-3	0	-32%	-27	-5%[11.5 µM]	-11
COc1cc(OC)cc(C(=O)NCC(=O)OCC(=O)N2CCc3ccccc32)c1	·	-5%	7%	4%	3	3	?	21	0%	·
CN(C)c1ccc(C(=O)OCC(=O)N2CCCCCC2)cc1	·	-3%	9%	-1%	2	0	0%	-6	1%	-7
CCc1ccc(NC(=O)Cn2cnc([N+](=O)[O-])c2)cc1	13%	·	10%	-1%	5	2	12%	2	1%	1
COCCNC(=O)CCc1c(C)nc2c(-c3ccc(F)cc3)c(C)nn2c1C	2%	2%	-8%	6%	?	2	-20%	17	8%	6
Cc1c(C(=O)Nn2cnnc2)oc2ccccc12	2%	0%	8%	3%	-2	3	-22%	-10	·	-2
Cc1ccc(C(=O)CCC(=O)OCC(=O)N2CCN(S(=O)(=O)c3ccc(C)cc3C)CC2)cc1	·	·	·	-6%	·	·	-8%	3	·	4
COc1cc2nc(NC(=O)c3ccccc3)sc(=O)c2cc1OC	8%	-14%	192%[activator]	-13%	2	-1	-12%	16	2%	·
Cc1cc(C)nc(SCC(=O)NNS(=O)(=O)c2ccc(C#N)cc2)n1	·	·	·	·	-2	·	14%	-1	-4%	-3
O=C(O)Cc1csc2ccccc12	7%	-6%	2%	2%	2	-1	9%	-7	5%	-3
CCOc1cc2ccccc2cc1C(=O)Nc1ccccn1	·	·	·	4%	·	·	18%	-28	·	1
CCn1c(=NC(=O)c2cccc(N3C(=O)CCC3=O)c2)sc2c(OC)ccc(OC)c21	2%	0%	-6%	-9%	5	5	13%	2	-2%	12
O=C(NC1CCCC1)C(c1c(F)cccc1Cl)N(C(=O)c1csnn1)C1CC1 (stereo not drawn)	59%[activator]	14%	0%	0%	4	-1	-4%	2	10%	2
CC(=O)c1cccc(S(=O)(=O)NCCCN2CCOCC2)c1	·	·	·	-1%	-1	·	0%	-5	9%	-6
Cc1c(OCC(=O)NCCCn2ccnc2)ccc2c3c(c(=O)oc12)CCCC3	-19%	-3%	-1%	-2%	3	·	-33%	6	-3%	-46
CN(C)CCNC(=O)C1(O)c2cc(Br)ccc2NC(=O)N1c1ccc(Cl)cc1 (stereo not drawn)	-3%	·	0%	0%	-2	1	12%	2	11%	0
Cc1cc(NC(=O)c2ccc([N+](=O)[O-])cc2)no1	?	-3%	9%	1%	3	0	-21%	14	-12%	-1
CCC1CCCCN1C(=O)CCNC(=O)Cn1cnc2ccccc2c1=O (stereo not drawn)	-2%	-1%	-5%	2%	2	2	?	-32	-4%	-23
COc1cc(CNC(C)C)c(Br)cc1OC1CCCC1	-6%	0%	-17%	-1%	0	1	0%	-43	0%	-5
Cc1ccc(Sc2c([N+](=O)[O-])c(C)nn2C)cc1	16%	·	-10%	4%	1	6	-21%	-2	2%	2
Cc1ccccc1NC(=O)c1cccc2c1C(=O)N(C1CCCCC1)C2	-3%	5%	6%	-13%	25	2	17%	-36	-2%	-1
O=C(Nc1c[nH]c2c(Cl)cccc2c1=O)N1CCN(c2ccccn2)CC1	8%	4%	21%	10%	2	4	-6%	-7	5%	-5
O=C(NCCN1CCN(c2ccccc2)CC1)Nc1ccccc1Cl	-1%	-3%	-3%	-1%	16	-2	-26%	4	5%	1
O=C1Cc2cc(S(=O)(=O)Nc3ccccc3Cl)cc3c2N1CCC3	-4%	-2%	-3%	1%	2	·	32%	-8	6%	9
CCC(Oc1ccccc1)C(=O)Nc1ccc(C)c(S(=O)(=O)N2CCOCC2)c1 (stereo not drawn)	·	·	·	-1%	?	·	29%	-4	2%	-3
Cc1ccc(Nc2nc(Cl)nc(NC3CCCCC3)n2)cc1	-9%	-1%	16%	-2%	2	1	-12%	-93*	-10%	1
Cc1[nH]n(-c2ccccc2)c(=O)c1CCOC(=O)c1ccc(C(F)(F)F)cc1	-3%	-1%	-12%	-7%	20	-1	-13%	-9	-1%	-2
Cc1ccc(/C=C/C(=O)N2CCC(Cc3ccccc3)CC2)cc1	·	1%	19%	-14%	?	2	6%	4	5%	1
COc1cc(OC)cc(C(=O)Nc2ccc(N(C)C)c3ccccc23)c1	2%	7%	16%	4%	7	2	0%	-16	4%	-2
COc1ccc(-c2[nH]nc3oc(=O)cc(C)c23)cc1	9%	0%	-9%	6%	0	2	1%	1	·	-6
CC(=O)c1ccc(S(=O)(=O)N(C)CC(=O)Nc2ccc(C)cc2)cc1	·	·	·	2%	18	·	36%	16	-3%	-11
CCCn1c2ccccc2c2cc(C(=O)O)ccc21	-13%	0%	-5%	-11%	·	12	22%	-18	23%	53
CC1=CC(=C2C(=O)c3ccccc3C2=O)C=C(C)N1Cc1ccco1	?	1%	8%	-13%	3	-5	0%	-1	-6%	-5
O=c1[nH]c2ccccc2cc1-c1nnn(-c2ccc(F)cc2)n1	-1%	3%	-17%	44%	-4	-3	6%	11	-3%	0
COc1cccc(NC(=O)CSc2nnc(NC(=O)C3CCC3)s2)c1	-4%	-3%	-1%	-1%	1	2	?	5	-8%	-1
COc1ccc(C(=O)O)cc1NC(=S)NC(=O)C(c1ccccc1)c1ccccc1	-10%	-6%	9%	-14%	-4	11	18%	24	6%	5
COc1ccc(CN2CCN(Cc3ccccc3F)CC2)cc1OC	-15%	-2%	-11%	0%	2	-1	0%	-10	-2%	9
Cc1nn(C(=O)c2ccccc2)c2c1C(=O)CC(C)(C)C2	-18%	4%	?	-2%	-1	2	16%[7.66 µM]	4	4%	7
CCOC(=O)c1nc(N)sc1C(=O)OCC	9%	-2%	-4%	4%	2	2	-17%	15	-4%	0
CCn1c(SCC(=O)c2ccc3c(c2)OCCO3)nnc1C(C)C	-6%	0%	-3%	1%	-2	2	-24%	6	9%	-6
Cc1ccccc1/C=C/C1=NCCN1	·	·	17%	-10%	0	·	·	15	12%	6
CN1CCN(c2ccccc2NC(=O)c2ccc([N+](=O)[O-])o2)CC1	?	2%	28%	-3%	3	·	-54%[inhibitor]	5	15%	27
O=C(C1CCN(S(=O)(=O)c2ccc(-n3cnnn3)cc2)CC1)N1CCCCC1	-4%	-1%	-6%	-4%	1	-2	6%	3	-3%	9
CC(=O)N1CCN(c2ccc(NC(=O)c3ccccc3Br)cc2Cl)CC1	-3%	0%	1%	-2%	1	-5	-2%	-24	1%	3
Cc1nc(C)c(C(=O)N/N=C/c2cc(Br)ccc2O)s1	5%	-2%	?	-1%	15	3	-18%	-3	1%	-7
COc1ccc(Cn2nc(C(=O)O)c3ccccc3c2=O)cc1F	10%	0%	22%	-3%	-3	1	3%	15	5%	1
C=CCNc1nnnc2c1sc1nc(N3CCOCC3)c3c(c12)CCCC3	-3%	-1%	-3%	1%	?	1	1%	3	8%	6
O=C(c1ccco1)N1CCN(CCOc2ccccc2)CC1	-14%	·	-2%	-1%	-4	3	-2%	0	-4%	0
O=C(COC(=O)c1ccco1)Nc1ccc2c(c1)OCCO2	-8%	3%	-2%	0%	4	1	7%	2	9%	3
O=C(NNc1ncnc2c1cnn2-c1cccc(Cl)c1)c1ccco1	-6%	3%	?	0%	0	1	14%	-8	-2%	4

One compound at a time, from the list above. Values in the order: MBNL1 CUG block | GALK inh | MLL CXXC-DNA inh | S-ASM inh | TRPV1 ag | FBPA coupling cs | Integrin act MD | KCNH2 3.1 inh | A-T KAP1 phos | hERG WT inh
Cc1ccccc1/C=C/C1=NCCN1 as listed: · | · | 17% | -10% | 0 | · | · | 15 | 12% | 6
O=C1Cc2cc(S(=O)(=O)Nc3ccccc3Cl)cc3c2N1CCC3 as listed: -4% | -2% | -3% | 1% | 2 | · | 32% | -8 | 6% | 9
